PLK1 PBD inh – blocks phosphopeptide binding to human PLK1 polo-box domain | P53350 | Plk1 PBD binding of FITC phosphopeptide, fluorescence polarization | Potency, µM, inactives show max response, negative = inhibition, actives largely listed as inhibitors | 2.8% of 360,000 active; further: potency means the concentration at half of the fitted maximal effect; series mostly up to about 57 µM; on the % scale 0 is the no-effect control and ±100 the full control effect; nearly all actives have a fitted effect of over 65% in size
PI5P4Ka inh – inhibitors of human PI5P4K alpha; P48426; PI5P4Kalpha enzyme, ADP-Glo luminescence, 60 min; active compounds read low; max response, %; 1.2% of 330,000 active; AID 652105; active means max response of -50% or lower; inconclusive means between -30% and -50%; inactive means -30% or higher; further: value at the top dose of about 77 µM; on the % scale 0 is the no-effect control and ±100 the full control effect
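Human PI5P4Kalpha with substrate in 0.038 M HEPES pH 7.4, 0.28 mM EGTA, 0.1% CHAPS, 5% DMSO; reaction started with 5 microM ATP (final), 60 min at room temperature. ADP formed read by ADP-Glo luminescence.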
EPAC2 ag – EPAC2 (human) agonism | EPAC2 activation, biochemical qHTS; response scale: 100% = 6.5 mM cAMP response | Potency, µM (highest dose often 154 µM), for the others: at the top dose activation, actives largely listed as activators | 0.079% of 360,000 active | AID 720711; further: potency means the concentration at half of the fitted maximal effect; nearly all actives have a fitted effect of over 50% in size
Target sequence (Q8WZA2 whole entry, looked up): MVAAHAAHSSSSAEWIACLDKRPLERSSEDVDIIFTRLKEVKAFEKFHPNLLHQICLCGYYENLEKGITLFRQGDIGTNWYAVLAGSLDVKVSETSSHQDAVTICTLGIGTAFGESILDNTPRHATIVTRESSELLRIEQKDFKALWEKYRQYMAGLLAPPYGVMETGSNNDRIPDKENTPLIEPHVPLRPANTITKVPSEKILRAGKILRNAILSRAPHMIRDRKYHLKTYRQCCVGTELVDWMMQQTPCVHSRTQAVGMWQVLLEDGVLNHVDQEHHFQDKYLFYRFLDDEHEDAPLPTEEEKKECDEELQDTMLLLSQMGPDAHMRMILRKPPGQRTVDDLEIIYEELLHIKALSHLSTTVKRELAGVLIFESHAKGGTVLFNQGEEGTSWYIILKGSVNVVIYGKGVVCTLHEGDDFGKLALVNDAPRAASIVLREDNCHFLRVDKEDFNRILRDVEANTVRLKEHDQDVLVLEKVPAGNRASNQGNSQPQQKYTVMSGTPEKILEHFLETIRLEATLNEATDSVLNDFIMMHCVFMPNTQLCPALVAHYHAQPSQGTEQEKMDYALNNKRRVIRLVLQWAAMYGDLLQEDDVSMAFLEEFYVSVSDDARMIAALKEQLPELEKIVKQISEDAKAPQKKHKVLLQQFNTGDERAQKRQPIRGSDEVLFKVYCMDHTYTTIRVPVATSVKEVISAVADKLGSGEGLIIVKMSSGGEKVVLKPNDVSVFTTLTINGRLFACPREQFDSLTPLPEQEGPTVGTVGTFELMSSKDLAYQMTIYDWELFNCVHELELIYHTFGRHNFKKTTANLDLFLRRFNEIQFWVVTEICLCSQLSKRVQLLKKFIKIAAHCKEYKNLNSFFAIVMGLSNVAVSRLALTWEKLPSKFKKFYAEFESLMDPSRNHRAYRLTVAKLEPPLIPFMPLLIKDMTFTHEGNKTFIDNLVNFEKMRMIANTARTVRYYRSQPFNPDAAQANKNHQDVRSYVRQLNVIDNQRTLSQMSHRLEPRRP
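Readout is BODIPY fluorescence (480 nm excitation, 540 nm emission), which falls as labeled GDP is exchanged off Rap1B. EPAC2 at 100 nM acted on 250 nM RAP1B-BODIPY-GDP with 50 uM GDP present.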
IL-2 act – IL-2 activation | activation, % (series mostly up to about 46 µM) | IL-2 activation reporter assay, cell-based qHTS; stimulated with anti-CD3/CD4/CD28 beads; in transgenic mouse T cells | 0.065% of 360,000 active; in the data active means activation above about 50%; inconclusive means mostly about 30% to 49%; further: 0% is about no effect
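Quantitative HTS in unstimulated transgenic mouse T cells, with memory T cells as non-tolerant control and PMA/ionomycin as tolerance-bypass control. Compound pretreatment lasted 60 minutes before 18 h bead stimulation; EGFP/DsRed fluorescence read.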
WRN inhibitor – inhibitors of human WRN helicase | Q14191 | WRN helicase unwinding, fluorescent forked duplex, kinetic | Potency, µM (highest dose often 114 µM), for the others: top-dose activity change, negative = inhibition, most hits filed as inhibitors | 0.46% of 360,000 active; further: potency means the concentration at half of the fitted maximal effect; on the % scale 0 is the no-effect control and ±100 the full control effect; nearly all actives have a fitted effect of over 55% in size
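Kinetic fluorescence helicase assay: unwinding of a quenched forked DNA duplex (100 nM final) with 2 mM ATP final raises red fluorescence (525/598 nm). Compounds sat 15 min at room temperature with 20 nM WRN beforehand.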
EPAC1 ag – activates human EPAC1 exchange factor; 0.073% of 360,000 active; EPAC1 agonist qHTS, biochemical assay; response scale: 100% = response to 6.5 mM cAMP; Potency, µM (highest dose often 154 µM), for inactives: at the highest dose activation, usual class: activators; AID 720707; further: potency means the concentration at half of the fitted maximal effect; nearly all actives have a fitted effect of over 60% in size
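Compounds were pinned as a concentration titration into mixtures of EPAC1 (100 nM), BODIPY-GDP-loaded Rap1B (250 nM) and GDP (50 uM). After 5 min at room temperature, fluorescence was followed for 30 min; activity was scaled to 6.5 mM cAMP.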
EPAC1 antagonist – blocks human EPAC1 exchange factor; 0.14% of 360,000 active; AID 720709; Potency, µM (series often up to 115 µM), inactives show at the top dose activity change, negative = inhibition, most hits filed as inhibitors; EPAC1 GEF assay, Rap1b-BODIPY-GDP exchange fluorescence; O95398;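 further: potency means the concentration at half of the fitted maximal effect; plate controls were vehicle for no effect and positive control for full effect; nearly all actives have a fitted effect of over 50% in size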
CCT chaperon mod – modulators of cytosolic chaperonin (CCT/TRiC) activity; purified chaperonin ATPase assay, HTRF ADP detection, 30 min; 0.3% of 360,000 active; AID 651819; activity change, % (concentration not given with the values), hits read low; in the data active means activity change below about -30%; further: on the % scale 0 is the no-effect control and ±100 the full control effect
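Nucleotide hydrolysis assay: TRiC at 20–40 nM final (set by batch activity) with 10 uM ATP, 30 min at 37 °C, in presence of 76 uM compound. Detection by competitive ADP HTRF, 30 min ambient.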
Numbers without * were called inactive; ? = inconclusive; · = not tested or not shown; [ ] = dose if it differs, or a comment. Unless noted, the call rests on the fitted dose curve; in most records, active means well fitted curve in the direction sought with a large enough effect; inconclusive means small, poorly fitted or top-dose-only effect, or another doubt; inactive means no such curve, though single readings can be large; an effect the other way counts as inactive or inconclusive. Only part of the results is shown; the hit share may differ from the screen's.

A first look, two compounds:
SMILES,PLK1 PBD inh,PI5P4Ka inh,EPAC2 ag,IL-2 act,WRN inhibitor,EPAC1 ag,EPAC1 antagonist,CCT chaperon mod
COc1cc(C(=O)N/N=C/C23CC[C@@H](O)CC2(O)CC[C@@H]2[C@@H]3CCC3(C)C(C4=CC(=O)OC4)CCC23O)ccc1O (stereo partly drawn),2%,-4,6%,0.3,12%,1%,7%,-1.5
CCC(=O)OC1(c2ccccc2)CCN(C)CC1C (stereo not drawn),24µM*,1,0%,2.8,7%,0%,3%,0.2

This part in full, repeating the preview:
SMILES,PLK1 PBD inh,PI5P4Ka inh,EPAC2 ag,IL-2 act,WRN inhibitor,EPAC1 ag,EPAC1 antagonist,CCT chaperon mod
COc1cc(C(=O)N/N=C/C23CC[C@@H](O)CC2(O)CC[C@@H]2[C@@H]3CCC3(C)C(C4=CC(=O)OC4)CCC23O)ccc1O (stereo partly drawn),2%,-4,6%,0.3,12%,1%,7%,-1.5
CCC(=O)OC1(c2ccccc2)CCN(C)CC1C (stereo not drawn),24µM*,1,0%,2.8,7%,0%,3%,0.2
CCCCn1c(=O)c(C(=O)Nc2cccc(C)c2)c(O)c2ccccc21,-5%,11,14%,0.5,-1%,11%,-22%,0.3
O=C1C(Br)C2CCC1C2C(=O)O (stereo not drawn),-8%,-3,9%,-2.2,-5%,-5%,1%,-1.0
C/C(CC(c1ccccc1)c1c(O)c2ccccc2oc1=O)=N\Nc1ccc([N+](=O)[O-])cc1[N+](=O)[O-] (stereo not drawn),-25%,-5,3%,-0.2,-11%,9%,?,-0.3
O=C(NN=Cc1ccc(N(CCCl)CCCl)cc1Cl)c1cccnc1,-2%,3,10%,-0.1,-5%,7%,-8%,1.0
CCN1CCOC(c2ccccc2)C1 (stereo not drawn),1%,0,-1%,-3.2,0%,-7%,12%,-3.4
Cc1ccc(CN2CCN(Cc3ccccc3F)CC2)cc1,-1%,9,9%,-0.6,3%,10%,1%,-1.9
Cc1cc(N2CCCCC2)ccc1C=C1C(=O)N(C)C(=S)N(C)C1=O,3.4µM*,-60*,-3%,-1.2,-36%[57.1 µM],-9%,3%,-2.4
Oc1ccc(Cl)cc1Sc1cc(Cl)ccc1O,?,26,3%,-2.8,?,3%,?,-0.2
COC(=O)C(C)Oc1cc(C)cc2oc(=O)c3c(c12)CCCC3 (stereo not drawn),-9%,-8,9%,-2.8,-13%,4%,-11%,-3.2
CC(C)CN1Cc2cc(-c3cccc(F)c3)ccc2-n2nncc2C1,-17%,-2,12%,0.0,1%,3%,-6%,0.6
Cc1c(N=Cc2c(O)n(C)c(=O)[nH]c2=O)c(=O)n(-c2ccccc2)n1C,-10%,1,7%,-0.5,-1%,2%,-15%,-1.7
CCn1c(O)c(C=NCCN2CCOCC2)c(=O)n(CC)c1=S,-13%,2,14%,-0.3,-6%,24%,-10%,-4.3
O=C1NC(=O)C(=Cc2cccs2)C(=O)N1,2.7µM*,-19,-1%,-1.1,?,2%,-8%,0.8
COc1nc2ccccc2c(=O)n1-c1ccc(C)cc1,7%,2,2%,-0.1,-27%[57.1 µM],-2%,13%,-0.2
COc1ccc(C(c2c(O)c3ccccc3oc2=O)c2c(C)n(C)n(-c3ccccc3)c2=O)cc1 (stereo not drawn),0%,-7,10%,-3.5,-6%,7%,-23%,0.4
NS(=O)(=O)c1ccc(N2CCNCC2)cc1,-12%,-7,10%,-0.5,-6%,-1%,-1%,-1.2
COc1ccc(OC)c(CN2CCCC(C(=O)c3sccc3C)C2)c1 (stereo not drawn),0%,-2,1%,3.9,-4%,7%,-14%,2.3
C[C@H](CO)N1C[C@H](C)[C@@H](CN(C)C(=O)Oc2ccccc2)OCc2cnnn2CCCC1=O,-11%,-4,-1%,-1.9,-4%,-2%,-3%,1.2
CC1(C)CC2(CCO1)NCCN1C(=O)CSC12 (stereo not drawn),-9%,3,-7%,1.4,-29%,9%,-10%,-0.7
CN1CCCN(C(=O)COc2ccccc2)CC1,3%,0,-1%,0.2,10%,-13%,-8%,1.4
COc1ccc(C(O)P(=O)(Oc2ccccc2)Oc2ccccc2)cc1 (stereo not drawn),-7%,2,-4%,1.2,-6%[57.1 µM],-5%,5%,2.2
COC(=O)C1=C(c2ccc(C(C)=O)cc2)C[C@@H]2CC[C@H]1N2C(=O)NC1CCCCC1,-12%,2,2%,-0.2,2%,6%,15%,-0.7
Cc1ccc(N2CCNCC2C)cc1 (stereo not drawn),1%,0,6%,-4.6,-10%,-6%,6%,0.8
CCOC(=O)CNC(=O)N1Cc2ccc(Br)cc2-n2nncc2C1,8%,1,-2%,-0.4,5%,-7%,-16%,0.9
CN1CCCC(C(=O)c2ccc(-c3ccccc3)cc2)C1 (stereo not drawn),0%,2,0%,-3.0,6%,-7%,-10%,0.2
O=c1[nH]c(=S)n(-c2ccccc2F)c(O)c1C=NCc1ccco1,-17%,4,-3%,-1.7,2%,10%,3%,-0.6
COc1ccc(C(CC(=O)N2CCC3(CC2)OCCO3)NS(=O)(=O)c2ccc(C)cc2)cc1 (stereo not drawn),-4%,3,-1%,-0.5,-3%,1%,6%,0.8
C/C(=N\N1CCCCCC1)c1c(O)n(-c2ccccc2C)c(=O)[nH]c1=O,-1%,-2,9%,-0.3,-1%,17%,-7%,-0.4
COC(=O)C1=C(c2ccccc2OCc2ccccc2)C[C@@H]2CC[C@H]1N2C(=O)NCc1ccc(F)cc1,-9%,6,11%,-2.6,-4%,-4%,5%,0.3
COc1ccc(N2C(=O)/C(=C/c3cc(C)n(-c4ccc(C)cn4)c3C)C(=O)NC2=S)c(OC)c1,30µM*,?,9%,-0.9,-21%[11.6 µM],10%,-17%,-2.1
CCN1CCN(C(=O)COc2ccc3oc4c(c3c2)CCCC4)CC1,-5%,-8,5%,0.1,8%,-19%,-4%,-2.0
COc1ccc2nc(NC3=NCCN3)sc2c1,3%,-1,6%,0.5,-15%[57.1 µM],14%,10%,-1.2
COc1ccc(C(=O)c2nc3ccccc3n2C(C)C)cc1,0%,13,10%,0.2,-8%,8%,-8%,-0.8
ClCCNc1nc2ccc(Cl)cc2[nH]1,1%,·,9%,0.5,-7%,1%,-1%,1.7
Brc1nc(-c2ccccc2)nc(-c2ccccc2)c1Br,2%,1,2%,0.1,1%,-4%,3%,-1.6
O=C(Cc1ccccc1)N1CCN(Cc2c[nH]c3ccccc23)CC1,-5%,·,2%,-2.4,-10%,0%,23%,-1.3
C[C@]12CCC3C(CC[C@H]4C[C@@H](O)CC[C@]34C)C1[C@H]1CN=N[C@H]1[C@@H]2O (stereo partly drawn),7%,12,-6%,-0.3,6%,-4%,12%,0.2
CC(NS(C)(=O)=O)c1nnc2n1-c1ccc(Br)cc1C(c1ccccc1Cl)=NC2 (stereo not drawn),-16%,-6,17%,-0.2,-6%,9%,-2%,-0.8
C=CCN1C(=O)NC(=O)/C(=C/c2cccn2C)C1=O,30µM*,?,9%,1.0,-18%,11%,0%,-6.9
Cc1ccccc1-c1nc2ccccc2c(=O)n1C,-2%,-5,4%,-0.1,-14%,-1%,0%,1.2
CN1C[C@H](CO)C=C2c3cccc4[nH]cc(c34)C[C@H]21,-18%,-20,-7%,-0.1,-34%,-5%,-19%,1.0
O=c1[nH]c(=O)n(CCC2=CCCCC2)c(O)c1C=NCCN1CCNCC1,-2%,?,-14%,0.3,-8%,12%,7%,-1.2
CCCc1c(C)nc(SCC(=O)C(C)(C)C)nc1OC(=O)N(C)C,-4%,0,3%,-0.4,-26%,1%,-8%,-0.9
COC(=O)C1CN(C#N)N(c2ccc(Cl)cc2)C12c1ccccc1-c1ccccc12 (stereo not drawn),?,-2,-3%,-2.7,1%[57.1 µM],-6%,?,-7.1
CCOC(=O)[C@]12Cc3ccccc3[C@H]1N(CCC(=O)OC)C(=O)c1ccccc12,9.5µM*,1,-3%,-0.9,-4%,0%,17%,0.5
COc1cc2c(cc1OC)C(C(=O)N(C)C1CCCCC1)C1CCCCN1C2=O (stereo not drawn),-10%,3,17%,-0.4,-4%,1%,7%,1.6
C[C@]1(O)CCC2C3CC[C@H]4C[C@@H](OC(=O)[C@@H](N)CCCCN)CC[C@]4(C)C3CC[C@@]21C (stereo partly drawn),-13%,-3,10%,-2.4,30%,11%,3%,-0.4
BrCC1C[n+]2c(SCc3ccccc3)nc3sc4c(c3c2O1)CCCC4 (stereo not drawn),3%,-9,18%,-3.2,-11%,11%,-14%,-1.9
COc1cc2c(c(OC)c1OC)-c1ccc(O)c(=O)cc1[C@@H](N)CC2,-3%,?,-9%,-1.2,2%,·,-8%,-7.9
CC(C)c1cccc(C(C)C)c1OCCn1ccnc1,-2%,3,4%,-2.7,-6%,-11%,11%,3.6
O=C1NC(=S)NC(=O)C1=Cc1c(Cl)cccc1Cl,4.7µM*,?,5%,-0.7,56µM*,0%,-11%,-0.2
O=C1NC(=O)N(C2CCCCC2)C(=O)C1C1c2ccccc2C(=O)N1Cc1ccccc1 (stereo not drawn),-7%,-8,-4%,-3.4,2%,-1%,11%,-1.8
COC(=O)c1ccc(CN2CCN(Cc3ccccc3)CC2)cc1,-4%,·,1%,-2.7,5%,7%,8%,-0.9
Cc1cc(C)cc(NC(=S)NC2CC3CCCC(C2)N3Cc2cccs2)c1 (stereo not drawn),-3%,·,22%,-1.7,-13%,22%,?,-1.9

Continuation.
SMILES,PLK1 PBD inh,PI5P4Ka inh,EPAC2 ag,IL-2 act,WRN inhibitor,EPAC1 ag,EPAC1 antagonist,CCT chaperon mod
C=CCN1C(=O)/C(=C/c2ccc3c(c2)CCCN3CCC)C(=O)NC1=S,-73%,?,-4%,0.8,56µM*,4%,-19%,-0.3
CC(=O)OC1CCC2(/C=N/O)C(=CCC3C4CCC(=O)C4(C)CCC32)C1 (stereo not drawn),0%,0,2%,0.2,3%,-4%,-15%,-2.5
CN1C(=O)C(=Cc2ccccc2Oc2ccc(Cl)c(F)c2)C(=O)N(C)C1=O,4.2µM*,-52*,0%,-2.4,50µM*,-8%,-11%,-1.9
COc1cc(C(c2c(O)c3ccccc3oc2=O)c2c(C)n(C)n(-c3ccccc3)c2=O)ccc1O (stereo not drawn),2%,-3,-4%,1.8,3%,-2%,-8%,-1.6

Screens from PubChem BioAssay.
